NRP1-CendR mod: modulators of CendR peptide binding to NRP-1, primary screen, biochemical, fluorescence polarization, uHTS; Neuropilin-1 (Homo sapiens), O14786; FAM-RPARPAR peptide binding to NRP-1; inhibition, % at 25 µM; 360,000 compounds, 0.85% hits;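 active = inhibition or corrected inhibition above about 18%, plus a signal ratio from 0.5 to 1.5, limit read from the data, passing the limit was not always enough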; note: strong numbers were not always called active
SUMO1-SIM PPI: modulators of SUMO1 protein-protein interactions, primary screen, biochemical, uHTS; SUMO1 binding to a labelled peptide, TR-FRET, 1 h; inhibition, % at 20 µM; 360,000 compounds, 0.33% hits; AID 602429, 2012; in the data active = inhibition above about 37%
LMPTP block: LMPTP phosphatase inhibitors, primary screen, biochemical, fluorescence intensity, uHTS; Low molecular weight phosphotyrosine protein phosphatase (Homo sapiens), P24666; recombinant LMPTP-A, OMFP fluorogenic substrate; inhibition, % at 20 µM; 360,000 compounds, 0.22% hits;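 active = compounds that cut the enzyme signal by at least half of the control window in the single-dose screen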;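 note: plate controls were DMSO wells with enzyme plus substrate for no effect and substrate without enzyme for full effect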
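test system = LMPTP-A | amount = 0.625 nM LMPTP-A final | reagent = fluorogenic phosphatase substrate OMFP at 400 µM final | incubation = 50 min at room temperature | benchmarks = no-enzyme low control, uninhibited high control | medium = Bis-Tris pH 6.0, DTT, detergent | signal = fluorescence intensity of OMFP turnover product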
DNMT1 block: human DNMT1 methyltransferase inhibitors, primary screen, biochemical, molecular beacon, fluorescence, HinP1I cleavage, uHTS; DNA (cytosine-5)-methyltransferase 1 (Homo sapiens), P26358; inhibition (reported as % activation of signal), % at 10 µM; 360,000 compounds, 0.83% hits; in the data active = inhibition above about 50%
Target sequence (P26358 504-1616 limits assumed): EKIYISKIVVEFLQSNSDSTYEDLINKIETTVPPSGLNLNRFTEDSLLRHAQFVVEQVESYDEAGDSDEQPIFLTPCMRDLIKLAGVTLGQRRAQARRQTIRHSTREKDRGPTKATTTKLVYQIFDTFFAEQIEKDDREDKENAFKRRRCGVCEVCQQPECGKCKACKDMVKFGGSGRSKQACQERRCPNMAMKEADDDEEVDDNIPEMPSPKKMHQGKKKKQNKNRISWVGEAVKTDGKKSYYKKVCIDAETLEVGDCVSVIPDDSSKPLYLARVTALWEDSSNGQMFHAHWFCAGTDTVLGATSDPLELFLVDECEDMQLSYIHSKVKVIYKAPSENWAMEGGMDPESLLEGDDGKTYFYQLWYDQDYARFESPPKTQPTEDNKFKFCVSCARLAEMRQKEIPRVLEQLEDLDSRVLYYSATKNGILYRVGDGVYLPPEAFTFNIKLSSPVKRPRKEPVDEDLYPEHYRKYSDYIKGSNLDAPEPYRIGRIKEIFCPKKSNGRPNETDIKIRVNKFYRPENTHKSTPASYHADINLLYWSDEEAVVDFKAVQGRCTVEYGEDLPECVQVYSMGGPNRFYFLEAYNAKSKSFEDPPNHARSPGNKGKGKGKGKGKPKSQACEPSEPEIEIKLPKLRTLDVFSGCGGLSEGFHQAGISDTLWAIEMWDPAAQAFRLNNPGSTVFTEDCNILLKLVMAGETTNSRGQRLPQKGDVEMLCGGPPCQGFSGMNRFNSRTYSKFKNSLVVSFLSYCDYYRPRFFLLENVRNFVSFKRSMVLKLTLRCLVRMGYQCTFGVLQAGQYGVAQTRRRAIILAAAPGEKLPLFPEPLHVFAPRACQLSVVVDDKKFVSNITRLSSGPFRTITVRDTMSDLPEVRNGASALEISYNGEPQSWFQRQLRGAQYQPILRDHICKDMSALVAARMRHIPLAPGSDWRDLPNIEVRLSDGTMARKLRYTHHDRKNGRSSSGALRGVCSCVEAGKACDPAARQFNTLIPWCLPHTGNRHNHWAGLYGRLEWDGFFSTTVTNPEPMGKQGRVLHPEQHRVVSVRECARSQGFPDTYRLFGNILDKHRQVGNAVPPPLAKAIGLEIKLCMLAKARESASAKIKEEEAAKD
STEP block: STEP phosphatase inhibitors, primary screen, biochemical, fluorescence intensity, uHTS. Tyrosine-protein phosphatase non-receptor type 5 (Homo sapiens), P54829. recombinant STEP, OMFP fluorogenic substrate. inhibition, % at 20 µM. 360,000 compounds, 0.25% hits;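 active = inhibition at 20 µM, scaled per plate between control wells, above about 37%, limit read from the data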;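 note: 0% = DMSO with enzyme and substrate and 100% = substrate only without enzyme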
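System: STEP phosphatase, cell-free reaction; Buffer or medium: Bis-Tris pH 6.0 buffer with DTT, detergent; Incubation: 20 min at room temperature, dark; Measured by: fluorescence, 480/540 nm.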
SKN-1 block: suppressors of acrylamide-induced Pgst-4::GFP reporter in worms, primary screen, SKN-1 inhibitor project, whole organism, uHTS, GFP/RFP fluorescence ratio, strain VP596 | C. elegans VP596 Pgst-4::GFP/RFP ratio, 24 h | inhibition, % at 21.8 µM | 360,000 compounds, 0.49% hits | AID 624304, 2012;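 active = interference check ratio from 0.5 to 1.5 plus GFP to RFP signal ratio inhibition reaching or exceeding a fixed threshold, cut at about 30% in these data, passing the limit was not always enough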; note: some compounds called inactive have numbers as strong as hits
Rpn11 block: Rpn11 (PSMD14) deubiquitinase inhibitors, primary screen, biochemical, fluorescence polarization, uHTS | 26S proteasome non-ATPase regulatory subunit 14 (Homo sapiens), O00487 | human 26S proteasome, Ub4-pepOG fluorescence polarization; 20S core pre-blocked with epoxomicin | calls only at 20 µM | 360,000 compounds, 0.59% hits;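 active = inhibition at 20 µM, scaled to each plate's controls, above about 33%, limit read from the data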
NadD inh: inhibitors of S. aureus NadD, primary screen, biochemical, colorimetric, uHTS | purified NadD enzyme, colorimetric absorbance read-out | inhibition, % at 20 µM | 360,000 compounds, 0.78% hits; in the data active = inhibition above about 26%; note: some compounds past the cut are filed as inactive
Scp-1 inhibitor: Scp-1 phosphatase inhibitors, primary screen, biochemical, colorimetric, uHTS. Recombinant Scp1, phosphopeptide, malachite green phosphate absorbance. 340,000 compounds, 0.88% hits. inhibition, % at 20 µM. Carboxy-terminal domain RNA polymerase II polypeptide A small phosphatase 1 (Homo …;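 active = inhibition above about 50% at 20 µM, limit read from the data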;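 note: plate controls were DMSO wells with enzyme for no effect and wells lacking enzyme for full effect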
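Material: truncated SCP-1 phosphatase (76-261aa) / Buffer or medium: 50 mM Tris acetate pH 5.5, 0.005% Tween-20, 10 mM MgCl2 / Compound dosing: one concentration, 20 µM, with 1.0% DMSO / Incubation: 45 min room-temperature reaction, 5 min colour, 30 min stabiliser / Detection: colorimetric free-phosphate detection, absorbance 630 nm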
MT1-MMP act inh: blockers of MT1-MMP proenzyme processing, primary screen, HT1080 RFP-PRO-GFP cells, GFP/RFP fluorescence; Matrix metalloproteinase-14 (Homo sapiens), P50281; GFP/RFP ratio fluorescence, overnight; percent of plate control window, DMSO zero; GFP/RFP ratio change, % at 20 µM; 360,000 compounds, 0.061% hits; AID 651647, 2012;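 active = GFP/RFP ratio change of at least 30% with cell ATP level not reduced by more than half and red fluorescence within 50% of control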; note: strong numbers were not always called active
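Assay system: HT1080 cells carrying an RFP-PRO-GFP reporter | Dosing: Single dose of 20 µM compound, 1% DMSO final | Incubation: Cells overnight before dosing, compound overnight, 37 °C, 5% CO2 | Evaluation: GFP/RFP fluorescence ratio | Control set: DMSO and RFP-L50D-GFP cell wells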
* = called active by the depositor; i = inactive; · = no result given.

Labels used below – A = NRP1-CendR mod; B = SUMO1-SIM PPI; C = LMPTP block; D = DNMT1 block; E = STEP block; F = SKN-1 block; G = Rpn11 block; H = NadD inh; I = Scp-1 inhibitor; J = MT1-MMP act inh
O=C(O)c1ccc(C(=O)c2ccc3c(c2)C(=O)N(CCO)C3=O)cc1
  A = -5	B = -24	C = 0.9	D = 88*	E = -1	F = -5	G = i	H = -2	I = -2	J = -5
Cc1nnc(NC(=O)CSc2nnc(C)n2-c2ccc(F)cc2)s1
  A = 0	B = 3	C = -0.6	D = 4	E = 2	F = -4	G = i	H = 0	I = -3	J = 1
Cc1cccc(N2CCN(C(=O)c3cccc(S(=O)(=O)N4CCOCC4)c3)CC2)c1C
  A = 11	B = -1	C = -0.1	D = 0	E = -1	F = -16	G = i	H = 0	I = -3	J = 1
COC(=O)C[C@H]1CC[C@@H](NC(=O)C2CC2)[C@@H](CO)O1
  A = 1	B = 5	C = -3.9	D = ·	E = ·	F = -2	G = ·	H = ·	I = ·	J = 8
CN(CCCNC(=O)c1cccn2c(=O)c3ccccc3nc12)Cc1ccccc1
  A = -9	B = -10	C = 24	D = 1	E = 1	F = 19	G = i	H = 6	I = -2	J = 6
CNCC(=O)Nc1c(C)n[nH]c1C
  A = -2	B = 1	C = -1.8	D = 3	E = -2	F = 1	G = i	H = -1	I = -2	J = 3
O=S(=O)(NN=C(c1ccccc1)c1ccccc1)c1ccccc1
  A = 0	B = 0	C = -0.6	D = 0	E = 1	F = 11	G = i	H = -3	I = ·	J = -7
COc1ccc(CNc2nc(=S)[nH]c3cc(OC)c(OC)cc23)cc1
  A = 1	B = 7	C = 1.2	D = -2	E = 1	F = 5	G = i	H = -2	I = -4	J = 3
CC(=O)O[C@H]1C(=O)[C@@]2(C)[C@H]([C@H](OC(=O)c3ccccc3)[C@]3(O)C[C@H](OC(=O)[C@H](O)[C@@H](NC(=O)c4ccccc4)c4ccccc4)C(C)=C1C3(C)C)[C@]1(OC(C)=O)CO[C@@H]1C[C@@H]2O
  A = 13	B = 0	C = -1.4	D = -7	E = -1	F = 1	G = i	H = -7	I = -4	J = -8
CCCN1C(=O)CC(Sc2ncccc2C(=O)O)C1=O (configuration not stated)
  A = -9	B = -2	C = -2.3	D = 2	E = -1	F = -14	G = i	H = -2	I = -2	J = 0
CCOc1ccc(-c2nnc3ccc(SC(C)C)nn23)cc1
  A = 5	B = -33	C = 1.9	D = -5	E = 2	F = 7	G = i	H = 15	I = -6	J = -8
O=C(NCc1ccc(Cl)c(Cl)c1)c1cc(C2CCCCN2C(=O)OCCF)on1 (configuration not stated)
  A = -8	B = 5	C = 0.4	D = 1	E = 0	F = 2	G = i	H = -6	I = ·	J = 0
O=C(NCc1ccccc1)c1ccccc1C(=O)c1ncc[nH]1
  A = 27*	B = 5	C = -0.9	D = 3	E = 0	F = -1	G = i	H = -3	I = 1	J = -2
COc1ccccc1CNC(=O)c1ccc(-c2ccccc2)cc1
  A = 1	B = -1	C = 0.0	D = -5	E = 2	F = -13	G = i	H = -4	I = -4	J = -4
Cc1nnc(SCc2nc3sc(C(=O)O)c(C)c3c(=O)[nH]2)s1
  A = -25	B = -1	C = -0.3	D = 2	E = 1	F = 11	G = i	H = 2	I = 37	J = 3
COc1ccc(CCn2nnnc2C(CC(C)C)N2CCC(C(N)=O)CC2)cc1OC (configuration not stated)
  A = -1	B = 3	C = -1.2	D = 14	E = -1	F = 8	G = i	H = -3	I = -5	J = -1
O=C(O)c1ccccc1Nc1ccc([N+](=O)[O-])c2nonc12
  A = -2	B = -24	C = 7.3	D = -1	E = 6	F = 24	G = i	H = -1	I = -3	J = -9
CCOc1ccc(S(=O)(=O)N2CCCCC2)cc1NC(=O)Cc1cccc(C(F)(F)F)c1
  A = 6	B = 11	C = 2.8	D = 9	E = 2	F = 6	G = i	H = -2	I = -13	J = 3
Cn1cnnc1SCC(=O)c1ccc2c(c1)CCCC2
  A = 2	B = -4	C = -0.4	D = -4	E = 0	F = -2	G = i	H = 7	I = -1	J = 7
CC1(C(=O)CSc2nc3ccccc3[nH]2)CCC(=O)O1 (configuration not stated)
  A = 2	B = -2	C = -1.9	D = -1	E = -6	F = 1	G = i	H = -1	I = -12	J = 7
Cc1ccc(NC(=O)C(C)OC(=O)c2cc(=O)[nH]c3ccccc23)cc1S(=O)(=O)N1CCOCC1 (configuration not stated)
  A = 7	B = -3	C = 4.8	D = -10	E = 0	F = 0	G = i	H = 35*	I = 16	J = -5
COc1ccc(S(=O)(=O)N(C)C[C@H]2Oc3ccc(NS(=O)(=O)c4cn(C)cn4)cc3C(=O)N([C@H](C)CO)C[C@@H]2C)cc1
  A = 0	B = -3	C = 0.0	D = 4	E = -2	F = -9	G = i	H = -1	I = 36	J = 2
O=C(N/N=C(\c1ccccc1)c1cccnc1)c1ccc(O)cc1
  A = -5	B = -3	C = -1.5	D = 0	E = -1	F = -12	G = i	H = -6	I = 2	J = -7

Four entries from above in a different format.
structure: Cc1cccc(N2CCN(C(=O)c3cccc(S(=O)(=O)N4CCOCC4)c3)CC2)c1C
  NRP1-CendR mod: 11	SUMO1-SIM PPI: -1	LMPTP block: -0.1	DNMT1 block: 0	STEP block: -1	SKN-1 block: -16	Rpn11 block: i	NadD inh: 0	Scp-1 inhibitor: -3	MT1-MMP act inh: 1
structure: CCOc1ccc(S(=O)(=O)N2CCCCC2)cc1NC(=O)Cc1cccc(C(F)(F)F)c1
  NRP1-CendR mod: 6	SUMO1-SIM PPI: 11	LMPTP block: 2.8	DNMT1 block: 9	STEP block: 2	SKN-1 block: 6	Rpn11 block: i	NadD inh: -2	Scp-1 inhibitor: -13	MT1-MMP act inh: 3
structure: O=C(NCc1ccc(Cl)c(Cl)c1)c1cc(C2CCCCN2C(=O)OCCF)on1 (configuration not stated)
  NRP1-CendR mod: -8	SUMO1-SIM PPI: 5	LMPTP block: 0.4	DNMT1 block: 1	STEP block: 0	SKN-1 block: 2	Rpn11 block: i	NadD inh: -6	Scp-1 inhibitor: ·	MT1-MMP act inh: 0
structure: COc1ccc(S(=O)(=O)N(C)C[C@H]2Oc3ccc(NS(=O)(=O)c4cn(C)cn4)cc3C(=O)N([C@H](C)CO)C[C@@H]2C)cc1
  NRP1-CendR mod: 0	SUMO1-SIM PPI: -3	LMPTP block: 0.0	DNMT1 block: 4	STEP block: -2	SKN-1 block: -9	Rpn11 block: i	NadD inh: -1	Scp-1 inhibitor: 36	MT1-MMP act inh: 2

High-throughput results: PubChem BioAssay, Sanford-Burnham Center for Chemical Genomics
